mABHD4 FP – inhibitors of mouse ABHD4. Q8VD66. purified mABHD4, FP-Rh probe fluorescence polarization. inhibition, % at 8.92 µM. hit rate 0.54% among 370,000. AID 720543;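 active means inhibition exceeding the mean over every tested compound plus 3 SD, cut at about 30% in these data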;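 further: 0% = plate median of compound wells and 100% = S159A mutant with DMSO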
Target sequence (Q8VD66 whole entry, looked up): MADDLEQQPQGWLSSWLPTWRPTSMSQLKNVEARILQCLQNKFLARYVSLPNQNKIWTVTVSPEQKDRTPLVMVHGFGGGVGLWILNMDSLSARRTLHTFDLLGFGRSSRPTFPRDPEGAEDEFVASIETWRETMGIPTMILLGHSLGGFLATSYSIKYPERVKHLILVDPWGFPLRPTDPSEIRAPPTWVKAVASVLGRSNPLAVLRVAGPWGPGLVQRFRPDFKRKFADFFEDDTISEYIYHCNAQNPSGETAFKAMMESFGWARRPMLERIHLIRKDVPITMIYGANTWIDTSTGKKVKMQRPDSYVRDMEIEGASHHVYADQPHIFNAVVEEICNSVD
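system = mouse ABHD4 enzyme, wild type | medium = HEPES pH 7.0, NaCl, Pluronic buffer | also added = FP-Rh probe | incubation = Enzyme–compound pre-incubation 45 min, then probe 60 min, both 25 °C | technique = fluorescence polarization, excitation 525 nm, emission 598 nm, BODIPY TMR filters | controls = S159A mutant high control, sample median low control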
rCAG RNA binder – r(CAG) repeat RNA binding; inhibition, % at 3 µM; TO-PRO-1 dye displacement fluorescence; hit rate 1.3% among 370,000; AID 651821;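 active means inhibition above the plate cutoff, the mean of all test compounds on that plate plus 3 SD, cut at about 35% in these data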;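 further: 0% = DMSO alone and 100% = 100 µM mitoxantrone as full dye displacement; higher means more dye released from RNA so lower well fluorescence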
GC-A act – GC-A (human) enzyme activation. P16066. activation, % at 10 µM. HEK293 GC-A cells, cGMP TR-FRET, EC30 ANP; 0% at EC30 ANP, 100% saturating ANP. AID 1671463. hit rate 0.14% among 370,000; in the data active means activation above about 40%
ASAP1 GAP inh – inhibitors of human ASAP1 ArfGAP activity; hit rate 0.19% among 360,000; inhibition, % at 16.5 µM; ASAP1-stimulated ARF1 GTP hydrolysis, GDP FP detection; in the data active means inhibition above about 25%;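 further: 0% = vehicle with enzyme and substrate and 100% = no enzyme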
Target sequence (Q9ULH1 325-724 limits assumed): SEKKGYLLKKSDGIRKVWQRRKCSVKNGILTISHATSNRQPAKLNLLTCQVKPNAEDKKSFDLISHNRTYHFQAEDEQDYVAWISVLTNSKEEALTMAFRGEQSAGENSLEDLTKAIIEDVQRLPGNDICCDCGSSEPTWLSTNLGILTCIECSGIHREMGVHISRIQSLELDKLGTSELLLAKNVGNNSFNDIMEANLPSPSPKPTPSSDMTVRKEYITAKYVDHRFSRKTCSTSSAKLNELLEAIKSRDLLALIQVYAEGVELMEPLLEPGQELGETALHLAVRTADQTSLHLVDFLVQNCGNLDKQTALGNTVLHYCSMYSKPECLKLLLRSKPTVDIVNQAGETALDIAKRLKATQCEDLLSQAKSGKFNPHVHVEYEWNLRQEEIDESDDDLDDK
ARFGAP1 inhibitor – inhibitors of rat ARFGAP1; hit rate 0.26% among 360,000; Arfgap1-stimulated ARF1 GTP hydrolysis, GDP FP detection; AID 651572; Q62848; inhibition, % at 16.5 µM;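 active means inhibition above a per-plate limit, mean inhibition of low control wells plus 3 SD, cut at about 25% in these data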;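 further: 0% = DMSO wells with enzyme and 100% = wells lacking Arfgap1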
Target sequence (Q62848 1-136 limits assumed): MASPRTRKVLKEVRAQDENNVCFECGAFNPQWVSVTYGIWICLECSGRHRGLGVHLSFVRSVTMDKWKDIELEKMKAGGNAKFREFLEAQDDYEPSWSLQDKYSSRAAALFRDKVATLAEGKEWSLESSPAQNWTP
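System: truncated rat Arfgap1 GAP domain / Medium: HEPES-based buffer, pH 7.5 / Also added: N-terminally truncated human ARF1-GTP substrate / Incubation: enzyme reaction 120 min at 25 °C after 20 min preincubation / Measured by: FP of antibody-bound GDP Alexa 633 tracer, ex 620/em 688 nm / Replicates: singlicate, each compound tested once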
NR1D1 modulator – Rev-erb alpha (human) modulation | P20393 | Rev-erbα–FITC-DNA binding, fluorescence polarization, 90 min | activity, % at 10 µM | hit rate 0.79% among 370,000;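 active means activity above about 14%, limit read from the data; passing the limit was not always enough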;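 further: 0% = DMSO wells with 35 nM protein and 100% = DMSO wells with 750 nM protein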
PG9 binder – PG9 antibody binding by small molecule | TR-FRET gp120-PG9 antibody binding | inhibition, % at 6.7 µM | hit rate 0.43% among 360,000 | AID 624416; in the data active means inhibition above about 8.5%
HTRA1 inhibitor – HTRA1 (human) protease inhibition; Q92743; inhibition, % at 5.96 µM; hit rate 0.5% among 340,000; recombinant HTRA1, FP-rhodamine activity-based probe, fluorescence polarization; in the data active means inhibition above about 36%;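 further: 0% = enzyme with DMSO and 100% = wells lacking enzyme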
GC-B act – GC-B (human) receptor activation | P20594 | HEK293-GC-B cells, CNP EC30, cGMP TR-FRET; 0% at EC30 CNP, 100% saturating CNP | activation, % at 10 µM | hit rate 0.11% among 370,000;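 active means activation at 10 µM reaching about 35% in either raw or pattern-adjusted values, limit read from the data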
SMARCA2 act – SMARCA2 function activation, primary screen | AID 652017 | activation, % at 9.1 µM | MG213 cells, MMTV-luciferase reporter, dexamethasone, overnight | hit rate 1% among 370,000; in the data active means activation above about 7.8%;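 further: 0% = vehicle wells and 100% = reference activator wells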
* hit, by the source's call; · = no result given.

molecule	mABHD4 FP	rCAG RNA binder	GC-A act	ASAP1 GAP inh	ARFGAP1 inhibitor	NR1D1 modulator	PG9 binder	HTRA1 inhibitor	GC-B act	SMARCA2 act
Cc1c(N=Cc2cc3c(cc2Cl)OCO3)c(=O)n(-c2ccccc2)n1C	1	2	3	-5	-4	-1	0.9	-1	-11	2
Cc1ccc(/C=C/C(=O)NC2CCCCCCC2)o1	6	8	8	5	3	-3	1.7	-9	7	8.0*
CCOC(=O)CSc1nc(C)c2cc(OC)ccc2n1	2	-5	-1	1	3	3	2.1	-2	0	2
O=C(NCc1ccccc1Cl)c1ccc(CS(=O)Cc2ccc(Cl)cc2)o1 (centres undefined)	-10	-3	0	2	-2	10	-1.2	-11	-4	-2
COc1cccc(/C=C2\SC(=O)N(CC(=O)NC3C=CS(=O)(=O)C3)C2=O)c1 (centres undefined)	7	2	2	-6	2	1	-2.6	0	-1	2
Cc1nc(SCC(=O)NCc2cccs2)nc(C)c1C	0	-2	-3	8	6	-1	-0.6	-1	-1	-1
CC1CN(c2ccc([N+](=O)[O-])c(NCCOc3ccc(Cl)cc3)c2)CC(C)N1 (centres undefined)	0	12	9	5	0	3	-0.8	-13	-9	3
Cc1ccc(C)c(N2CCN(C(=O)CCS(=O)(=O)c3cccc4nonc34)CC2)c1	4	-6	-1	2	9	1	1.0	1	5	-2
CC1=C(C(=O)Nc2cc(-c3cccc(F)c3)[nH]n2)C2(CCCCC2)OC1=O	4	6	-3	8	-15	-7	-0.9	-26	-7	-1
CCOc1ccc2c(C)c(C)c(=O)oc2c1OCC	6	-3	10	-1	-18	3	-1.4	-1	6	0
O=C(NCc1c(Cl)cccc1Cl)c1[nH]c(C(F)(F)F)nc1-c1ccccc1	-31	10	3	13	-5	-2	-1.0	·	4	-6
Cc1ccc(C(O)c2ncc(-c3ccc4ccccc4c3)[nH]2)cc1 (centres undefined)	-16	5	-10	12	-2	10	-0.9	·	1	1
CCc1ccccc1NC(=O)CN(C)Cc1nc(N)nc(Nc2ccccc2C)n1	1	-6	-4	-5	-1	-3	-0.8	0	-1	0
CCOC(=O)c1cc(C(C)(C)C)oc1CNC(=O)c1c(C)oc2c1CCCC2	-8	-9	1	-9	13	2	1.5	-24	4	2
COC(=O)Cc1cc(=O)n2[nH]c(C)c(-c3ccccc3)c2n1	-7	16	17	-9	5	-1	-2.1	-1	27	2
C/C(=N\O)C(=O)NCc1ccccn1	-1	1	4	6	-12	-1	-0.5	-7	8	1
CNC(=O)c1sc(SC)cc1-c1ccc(Cl)cc1	8	-5	-10	2	-4	4	-2.2	-4	-6	-1
c1ccc(-c2nc(-c3ccccn3)no2)cc1	14	-1	1	-5	0	-3	-1.2	1	-5	-2
Cn1ncc2c(Nc3cccc4ccccc34)ncnc21	-4	-2	2	-4	13	2	3.4	-3	2	-4
Cc1cc(C(=O)N/N=C/c2cccs2)n[nH]1	-1	0	-1	-6	-1	2	-2.0	·	0	4
CCOc1ccc(S(=O)(=O)NCC2CCCO2)c2cccnc12 (centres undefined)	2	-2	0	0	6	1	-0.2	-8	-1	-2
O=C(CCNc1ccc(F)c(Cl)c1)c1ccco1	6	-1	1	3	4	2	0.1	12	2	7
COc1ccc(C(=O)N=c2sc3c(C)ccc(OC)c3n2C)cc1	-6	4	2	-2	2	13	0.6	-4	-7	9.2*
C[C@@H]1CN([C@H](C)CO)C(=O)CCCn2nncc2CO[C@H]1CN(C)Cc1ccc(Cl)c(Cl)c1	-1	0	0	8	13	-2	0.6	-2	4	-2
Cc1cc2nc(/N=C(\N)NC(=O)C(C)C)nc(C)c2cc1C	-4	22	5	-6	9	5	1.7	7	1	-3
Cc1nc(C(=O)Nc2cccc(Cl)c2Cl)nn1-c1cc(OC(C)C)c(Cl)cc1Cl	-2	7	3	-8	8	-1	0.4	-10	4	-3
COc1ccc2c(c1)c(N=NC(N)=S)c(O)n2CC(=O)c1ccccc1	2	3	-1	-19	-4	-4	-2.0	3	-3	0
Cc1cc(NS(=O)(=O)c2ccc(NC(=O)CSc3nc4sc(C)c(C)c4c(=O)[nH]3)cc2)no1	-3	8	2	-13	4	0	-0.2	-2	0	-3
O=[N+]([O-])c1cc(S(=O)(=O)N2CCOCC2)ccc1OCc1ccccc1C(F)(F)F	-5	1	0	-4	6	6	1.4	-5	-1	-3
O=C(Nc1nnc(C2CC2)s1)c1cc(-c2ccccc2)nn1-c1ccccc1	-9	1	-2	-3	-3	-2	-4.4	-11	-6	-1
COc1ccccc1Cn1c(SCC(N)=O)nc2c(oc3ccccc32)c1=O	-5	4	0	12	16	6	0.3	-11	1	1
O=C1Nc2ccccc2C(=O)N2[C@H](c3ccccc3)[C@@H]3C(=O)N(Cc4ccccc4)C(=O)[C@@H]3[C@H]12	0	-4	2	19	8	-1	-0.9	-3	3	0
CCOC(=O)CN1CC23C=CC(O2)C(C(=O)O)C3C1=O (centres undefined)	1	1	1	-14	-6	-1	0.1	2	1	-1
CC(=O)C12OC1CC1C3CCC4=CC(=O)CCC4(C)C3CCC12C (centres undefined)	0	-3	-2	4	3	-2	-1.4	3	0	-2
Cc1ccc(C(=O)CSc2ccc(-c3ccncc3)nn2)cc1	4	-1	-3	-6	-7	-11	0.8	0	-6	-2
CCOC(=O)c1c(NC(=O)Nc2ccc(C)cc2)sc2c1CCN(C)C2	-3	0	10	9	5	9	-0.6	·	-1	3
COc1cccc(C2=NNC(=NCc3ccccc3)SC2)c1	3	6	-2	10	2	-1	-0.1	-14	-5	-1
O=C(N/N=C/c1cccs1)c1cc(C2CC2)nc2ccccc12	8	2	3	20	8	3	-2.6	-10	-1	-1
O=C(NC(Cc1ccccc1)C(=O)NC(Cc1ccccc1)C(=O)O)c1ccccc1 (centres undefined)	-2	3	-2	7	2	-6	1.1	2	2	0
Cc1ccc(C(C)(O)CS(=O)(=O)Cc2ccccc2Cl)cc1 (centres undefined)	-2	-2	-19	12	5	-2	0.9	-8	-9	5
O=C(CCC(=O)Nc1ccccc1)N/N=C/c1ccc2c(c1)OCO2	1	-1	-3	7	7	-2	-2.2	1	1	0
CCOC(=O)C1CCN(C(=O)C2CCN(S(=O)(=O)N3CCCC3)CC2)CC1	-3	-7	-1	-3	7	-4	0.4	-8	4	-2
COC(=O)c1cnc(N)s1	-1	1	3	12	0	3	-2.1	6	2	-4
CN(CCc1ccccc1)C(=O)c1ccc(NC(=O)Cc2cccc(NC(=O)C3CCN(C(=O)C4CCC4)CC3)c2)cc1	-1	6	3	-3	-8	5	-2.4	-2	1	-3
CCN(CC(=O)Nc1ccc(NC(C)=O)cc1)C(=O)CSC(=S)N1CCCC1	-1	7	2	-5	-2	4	0.5	7	-2	2

Arranged by number of heavy atoms (largest number first): some entries from above.
molecule	mABHD4 FP	rCAG RNA binder	GC-A act	ASAP1 GAP inh	ARFGAP1 inhibitor	NR1D1 modulator	PG9 binder	HTRA1 inhibitor	GC-B act	SMARCA2 act
O=C(NC(Cc1ccccc1)C(=O)NC(Cc1ccccc1)C(=O)O)c1ccccc1 (centres undefined)	-2	3	-2	7	2	-6	1.1	2	2	0
COc1ccccc1Cn1c(SCC(N)=O)nc2c(oc3ccccc32)c1=O	-5	4	0	12	16	6	0.3	-11	1	1
Cc1ccc(C(=O)CSc2ccc(-c3ccncc3)nn2)cc1	4	-1	-3	-6	-7	-11	0.8	0	-6	-2

(continued)
molecule	mABHD4 FP	rCAG RNA binder	GC-A act	ASAP1 GAP inh	ARFGAP1 inhibitor	NR1D1 modulator	PG9 binder	HTRA1 inhibitor	GC-B act	SMARCA2 act
c1ccc2c(c1)ncn2Cc1nnc2sc(-c3ccc4c(c3)OCO4)nn12	0	4	-9	12	-5	2	-1.9	-1	-6	-1
COc1cccc(C(=O)CN2C(=O)C(C)(C)Oc3ccc(C(=O)N4CCOCC4)cc32)c1	-1	-8	-3	-3	-14	3	-1.8	4	1	-3
CCC1CCCCN1CC(=O)c1c(C)[nH]c2ccc(OC)cc12 (centres undefined)	2	4	-2	11	-3	2	-1.6	1	2	-3
O=C(Cn1c(=O)c2cccn2c2ccccc21)NCCc1ccccc1	4	0	5	1	3	7	11*	3	-10	-2
O=C(CSc1nc2ccccc2n1CC(=O)NCc1ccccc1)NCc1ccco1	1	-3	-1	4	-7	9	-1.3	-2	2	-2
O=C(Nc1cccc(F)c1)c1cccc(S(=O)(=O)N2CCOCC2)c1	-2	3	2	3	1	2	-1.8	-6	3	-2
CCOC(=O)C1(Cc2cccc(F)c2)CCN(C(=O)C2CCCO2)CC1 (centres undefined)	-8	-3	-3	15	6	-4	-0.6	3	0	0
Cc1c(CN2CCCC(CO)(Cc3cccc(Cl)c3)C2)cnn1C (centres undefined)	-5	-4	-5	0	10	5	-1.0	0	-7	4
COc1ccc(C(=O)c2c(-c3ccc(OC)cc3)oc3ccc(-c4ccc(OC)nc4)cc23)cc1	1	3	-1	15	-2	17*	-1.4	-2	2	1
CCN(CC)S(=O)(=O)c1cccc(NC(=O)C2SC(=Nc3ccc(C)cc3C)C(C(=O)NCC3CCCO3)=C2N)c1 (centres undefined)	-7	15	-1	8	5	0	-0.3	-20	1	-3
CCN(Cc1ccccc1)C(=O)COC(=O)c1cc(S(=O)(=O)Nc2c(C)n(C)n(-c3ccccc3)c2=O)ccc1C	-4	-1	1	11	11	8	-0.3	4	0	1
CCOc1ccc(NC(=O)C(CC(=O)O)Cc2ccc(Br)cc2)cc1 (centres undefined)	3	11	0	8	2	2	-0.8	0	3	-1
COc1ccc2c(C(C)c3ccc(N)cc3)cn(C)c2c1 (centres undefined)	-3	6	0	·	·	6	·	·	5	-4
